# Polio RdRp inh = poliovirus RdRp elongation inhibitors, primary screen, biochemical, fluorescence polarization, total intensity; % elongation, % (compound at 16.7 µg/mL); AID 588519, 2011; 150,000 compounds, 0.66% hits; poliovirus polymerase elongation; hits give low values; in the data active means % elongation below about 90%; further: some results filed as inactive read as strong as hits
# Target sequence (P03300 1749-2209 limits assumed): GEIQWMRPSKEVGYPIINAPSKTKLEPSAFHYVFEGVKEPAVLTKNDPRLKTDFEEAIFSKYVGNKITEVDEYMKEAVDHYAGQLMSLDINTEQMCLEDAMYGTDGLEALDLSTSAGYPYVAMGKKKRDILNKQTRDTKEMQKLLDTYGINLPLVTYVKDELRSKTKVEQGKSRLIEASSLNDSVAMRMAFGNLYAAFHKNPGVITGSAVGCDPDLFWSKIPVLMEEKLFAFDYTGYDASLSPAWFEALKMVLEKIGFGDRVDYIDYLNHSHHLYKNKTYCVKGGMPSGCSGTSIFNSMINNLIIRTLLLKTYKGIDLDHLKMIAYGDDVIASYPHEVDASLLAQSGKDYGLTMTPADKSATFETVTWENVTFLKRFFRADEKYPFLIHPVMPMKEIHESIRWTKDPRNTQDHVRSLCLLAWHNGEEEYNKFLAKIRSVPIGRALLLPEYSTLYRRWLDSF
# Polio RdRp inh FP z-score = second read-out of Polio RdRp inh, no call of its own (marks repeat the call); z-score; measured here: FP z-score; hits read low
# * = called active by the depositor; & = joins results of further samples. An excerpt. The share of hits here may be higher or lower than overall.
SMILES,Polio RdRp inh,Polio RdRp inh FP z-score
O=C(C1=C(c2ccccc2)C(=O)c2ccccc2C1=O)c1ccccc1,101,0
O=C(CS(=O)(=O)Cc1ccccc1)Nc1nccs1,107,0.4
CC1CCCN(C(=S)NC2CCCC2)C1 (stereo not drawn),102,0.7
CCOc1ccc(NC(=O)C(C)Sc2nnc3cc(C)c4ccccc4n23)cc1 (stereo not drawn),104,0
COc1cccc(NC(=O)Cn2c3ccccc3c3nc(=O)cc(C)n32)c1,105,0.7
Cc1ccc(=O)n(Cc2ccc(F)cc2)n1,103,0.5
CCOC(=O)/C(=N\O)c1c(C)nn(C)c1C,101,-0.1
CCOc1ccc(C(=O)N2CCC(C)CC2)cc1,100,-0.4
COC(=O)c1sc(=S)n(C)c1C,103,0.4
N#CCCn1cc(CO)c(-c2ccccc2)n1,106,1
O=C(O)Cc1nc2ccccc2s1,109,0.7
CCOC(=O)c1cnc(N2CCOCC2)nc1N,109,0.8
O=C(CN1CCN(S(=O)(=O)c2ccc3c(c2)OCCO3)CC1)NC1CCCc2ccccc21 (stereo not drawn),101,0
CC(=O)N(Cc1ccccc1)c1ccccn1,104,-0.1
Fc1ccc(-n2ncc3c(NCCCn4ccnc4)ncnc32)cc1,109,0.4
CCCn1nnnc1SCC(=O)c1ccccc1,103,0.6
CC(Oc1ccccc1)C(=O)NC1CCCC1 (stereo not drawn),107,0.6
CC(C)C(NS(=O)(=O)c1cccc2cccnc12)C(=O)Nc1ccc(OC(F)(F)F)cc1 (stereo not drawn),112,1.3
CCCn1c2ccc(CC)cc2c2nc3ccccc3nc21,95,-1.4
CC1CC1c1ccc(CCC(=O)Nc2ncc(Cc3cccc(Cl)c3)s2)o1 (stereo not drawn),104,0.7
O=S(=O)(c1ccc(F)cc1)c1ccc(F)cc1,102,0.1
Oc1c(C(c2ccc(Cl)cc2)N2CCOCC2)cc(Cl)c2cccnc12 (stereo not drawn),103,0.3
CC1=C(C(=O)Nc2ccccc2)C(c2cccs2)n2nc(SCc3ccccc3F)nc2N1 (stereo not drawn),101,-1.2
O=c1c(-c2ccccc2)coc2cc(OCc3ccccc3F)ccc12,105,1

# A few values from the entries so far.
# Entry of O=c1c(-c2ccccc2)coc2cc(OCc3ccccc3F)ccc12 under Polio RdRp inh FP z-score: 1
# Entry of CC(Oc1ccccc1)C(=O)NC1CCCC1 (stereo not drawn) under Polio RdRp inh FP z-score: 0.6

# (further entries)
SMILES,Polio RdRp inh,Polio RdRp inh FP z-score
Cc1ccc(C)c(C(=O)COC(=O)c2n[nH]c3ccccc23)c1,103,0.1
CCNC(=O)c1cc(S(=O)(=O)N2CCCCC2)ccc1C,103,0.5
CC1CCN(CC(=O)Nc2sccc2C#N)CC1,106,0.5
O=C(CN1CCCCC1)N1CCCC(c2nc3sc4c(c3c(=O)[nH]2)CCCC4)C1 (stereo not drawn),101,-0.4
O=C(O)c1ccc(N2C(=O)c3[nH]nc(-c4ccccc4)c3C2c2cccc(F)c2)cc1 (stereo not drawn),110,0.7
COc1ccc(NS(=O)(=O)c2ccc3oc(SC/C(O)=C(\C#N)c4nc5ccccc5s4)nc3c2)cc1,106,0.5
N#Cc1nc(-c2cccs2)oc1N1CCCC1,100,-0.4
Cc1c(C)n(C(=O)CSC(=S)N2CCOCC2)c2ccccc12,102,-0.1
O=S(=O)(Cc1ccccc1)/C1=C(\N2CCOCC2)CCCCCC1,104,1
COc1ccc(NC(=O)Nc2nnc(N(CC(C)C)CC(C)C)s2)c(OC)c1,110,0.6
Cn1c(=O)n(C)c2cc(C=C3C(=O)c4ccccc4C3=O)ccc21,98,-0.5
N#CCSc1ncnc2ccccc12,112,1.4

# Profiles as entered above.
# Shown for `Cn1c(=O)n(C)c2cc(C=C3C(=O)c4ccccc4C3=O)ccc21` : Polio RdRp inh: 98; Polio RdRp inh FP z-score: -0.5
# Shown for `Fc1ccc(-n2ncc3c(NCCCn4ccnc4)ncnc32)cc1` : Polio RdRp inh: 109; Polio RdRp inh FP z-score: 0.4
# Shown for `Cc1ccc(=O)n(Cc2ccc(F)cc2)n1` : Polio RdRp inh: 103; Polio RdRp inh FP z-score: 0.5

# Going on with the list:
SMILES,Polio RdRp inh,Polio RdRp inh FP z-score
CC(C)[C@@]1(NC(=O)[C@@H]2C[C@@H]3c4cccc5[nH]cc(c45)C[C@H]3N(C)C2)O[C@@]2(O)[C@@H]3CCCN3C(=O)[C@H](Cc3ccccc3)N2C1=O,99,-0.1
Cc1cccc2c(N=NC(=O)OC(C)(C)C)c(O)[nH]c12,103,0.1
O=C(c1nc(-c2ccc(Cl)cc2)n2c1CCCCC2)N1CCN(c2ccccc2F)CC1,109,0.6
CC1(CCc2ccc3c(c2)OCO3)NC(=O)c2ccccc2N1 (stereo not drawn),102,0.3
CCOC(=O)C1CCN(C(=O)c2cc3ccc4ccc(C)[nH]c4c3n2)CC1,105,0.1
O=C(Nc1ccc(C(F)(F)F)nc1OCc1ccccc1)c1ccccc1,101,0
COc1ccc(-n2c(=O)c3c4c(sc3n3c(SCCC(C)C)nnc23)COC(C(C)C)C4)cc1 (stereo not drawn),105,0
CSc1oc(-c2ccc(F)cc2)nc1S(=O)(=O)c1ccc(Br)cc1,108,0.9
COc1ccc(NC(=O)c2cc(S(=O)(=O)N3CCOCC3)cn2C)cc1Cl,95,-2.2
CCNc1nc2ccccn2c(=O)c1/C=C1\SC(=S)N(Cc2ccco2)C1=O,120,3.3
COC(=O)c1ccc(CSc2cc(C)[nH]c(=O)n2)o1,101,-0.5
COc1ccc(CCNC(=O)CS(=O)(=O)Cc2nc(-c3cccc(Cl)c3)oc2C)cc1OC,102,-0.8
O=C(O)CCC(=O)Nc1ccc(Oc2ncnc3cc(Cl)ccc23)nc1,103,0.6
O=C(NC1CC1)C1=COCCO1,101,-0.2
CCOc1ccc(C2C(C(=O)Nc3ccccc3OC)=C(C)Nc3c(C(=O)Nc4cccc(C)c4)cnn32)cc1 (stereo not drawn),108,0.3
O=C(COc1ccc(F)cc1)NCCN1CCOCC1,101,-0.5
Cc1cc(C)cc(-n2c(SCC(=O)Nc3cccc(F)c3)nc3c([nH]c4ccccc43)c2=O)c1,107,-0.1
CCC(=O)N1CCc2cc(S(=O)(=O)NC(C(=O)NCc3ccccc3Cl)C(C)C)ccc21 (stereo not drawn),106,0.4
CCCCC/C=C\C/C=C\C/C=C\C/C=C\CCCC(=O)O,103&102,0.8&0.5
CCSc1nc2c(c(=O)n1Cc1ccco1)C1(CCCCC1)Cc1ccccc1-2,102,0
COc1cccc(C(=O)NCc2ccc3[nH]c4c(c3c2)CCCC4)c1,101,-0.3
O=C(NC1=NCCS1)[C@H](Cc1ccccc1)N1C(=O)c2ccccc2C1=O,103,-0.2
Cc1cc(NS(=O)(=O)c2ccc(N3C(=O)C=CC3=O)cc2)no1,98,-1
COc1ccc(N2CCN(C(=O)c3cc(NS(=O)(=O)c4ccc(F)cc4)ccn3)CC2)cc1,99,-1.5

# A stretch of the results above:
SMILES,Polio RdRp inh,Polio RdRp inh FP z-score
CCCCC/C=C\C/C=C\C/C=C\C/C=C\CCCC(=O)O,103&102,0.8&0.5
CCSc1nc2c(c(=O)n1Cc1ccco1)C1(CCCCC1)Cc1ccccc1-2,102,0
COc1cccc(C(=O)NCc2ccc3[nH]c4c(c3c2)CCCC4)c1,101,-0.3
O=C(NC1=NCCS1)[C@H](Cc1ccccc1)N1C(=O)c2ccccc2C1=O,103,-0.2
Cc1cc(NS(=O)(=O)c2ccc(N3C(=O)C=CC3=O)cc2)no1,98,-1
COc1ccc(N2CCN(C(=O)c3cc(NS(=O)(=O)c4ccc(F)cc4)ccn3)CC2)cc1,99,-1.5

# The list continues.
SMILES,Polio RdRp inh,Polio RdRp inh FP z-score
COc1ccc(C(=O)CCC(=O)Nc2ccc(C)c(Cl)c2)cc1,109,0.8
CCOc1ccc2nc(N3CCCC(C(=O)Nc4ccc(C)cc4Cl)C3)sc2c1 (stereo not drawn),100,-1.6
CC(C)CN(C(=O)CN1CCN(c2ncccn2)CC1)C1CCS(=O)(=O)C1 (stereo not drawn),105,0.4
O=C(CCn1c(=O)c2cccn2c2cccnc21)N1CCN(c2cccc(Cl)c2)CC1,104,-0.7
Cc1oc(CC(C)C)cc1C(=O)O,103,0.3
COc1cccc(C(=O)Nc2ccc(-c3cn4ccccc4n3)cc2)c1,106,0.8
COc1cccc(CN2CCN(C(C)C)CC2)c1,91,-1.5
CC(C)CCNC(=O)c1ccc2c(c1)N(Cc1ccccc1)CCS2,102,0.4
O=c1[nH]nc(SCc2nnc(-c3ccc(Cl)cc3)o2)n1C1CCCCC1,104,-0.1
COc1ccccc1CNc1ccc(Br)cn1,101,0.2
CCN1C(=O)C(Cc2nc3ccccc3c(=O)n2-c2ccc(OC)cc2)c2cc(C)ccc21 (stereo not drawn),103,-1.2
COc1ccc(C2C=C(c3cccc(OC)c3)Nc3c(C(=O)Nc4ccccc4)cnn32)cc1 (stereo not drawn),102,-0.8
Cc1ccc(CSc2nnc(N)s2)c(C)c1,99,-0.6
CC(c1ccccc1)n1c(SCc2nc(-c3ccc(C(C)(C)C)cc3)no2)n[nH]c1=O (stereo not drawn),100,-0.1
CC(NC(=O)c1cc(=O)[nH]c2ccc(Br)cc12)c1ccc2c(c1)OCCO2 (stereo not drawn),102,0.3
Cc1cccc(-c2noc(CN(C(=O)c3ccc(C)c(C)c3)C(C)C)n2)c1,105,0.2
CC1CN(C(=O)c2ccc(C#N)cc2)CC(C)O1 (stereo not drawn),100,-0.5
COc1ccccc1-c1noc(CCCC(=O)Nc2cc(C)ccc2C)n1,110,0.6
Cc1ccc(NC(=O)Cc2n[nH]c(=O)c3ccccc23)c(O)c1,103,0.1
COc1cccc(NC(N)=O)c1,103,-0.1
CCOC(=O)CC1Sc2ccccc2N=C1SCC(=O)Nc1cccc(C(F)(F)F)c1 (stereo not drawn),105,0.2
CCSc1nnc(NC2=NCCC2)s1,104,0.1
Cc1ccc(C(=O)c2cn(Cc3cccc(F)c3)c3nc(C)ccc3c2=O)cc1,112,1.6
CCOc1ccc(S(=O)(=O)NCCc2sc3nc(-c4ccc(F)cc4)nn3c2C)cc1,113,1.6
CC(c1ccccc1)N1CC(C(=O)Nc2sccc2C#N)CC1=O (stereo not drawn),116,1.4
CNC(=O)C1CCN(S(=O)(=O)c2c(C)noc2/C=C/c2ccc(OC)cc2)CC1,100,0.1
Cc1ccc2oc(=O)c3cc(C(=O)Nc4ccc(C)c(F)c4)sc3c2c1,104,0.1
CCOC(=O)N1CCC(NC(=O)c2ccc3c(c2)N(Cc2ccc(Cl)cc2)C(=O)c2ccccc2S3(=O)=O)CC1,105,0
CC(=O)Nc1c(C)ccc(NC(=O)C2C(C=C(C)C)C2(C)C)c1C (stereo not drawn),102,-0.1
CCC1CCCCN1C(=S)Nc1ccc(OC(F)F)cc1 (stereo not drawn),99,-0.8
C=CCn1c(Cl)c(/C=N/NC(=O)c2cc(C)oc2C)s/c1=N\S(=O)(=O)c1cccs1,137,5.1
COc1ccc(C(=O)c2coc3ccc(OC)cc3c2=O)cc1,100,-0.3
NC[C@H](O)c1ccc(O)c(O)c1,98,-0.5
Cc1cc(NC(=O)COC(=O)Cc2ccsc2)no1,99,-0.3
Cc1ccccc1-c1nc(CS(=O)CC(=O)NCCc2ccc(Cl)cc2)c(C)o1 (stereo not drawn),109,0.5
CCC(C)C12CN3CCN(CC(C)(C3)C1=O)C2 (stereo not drawn),100,0
COc1cc(NC(N)=S)c(OC)cc1Cl,104,0.3
C=C(C)Cc1c(C)nc(SCC(=O)c2ccc(Cl)cc2)nc1OC(=O)N(C)C,102,-0.3
O=C(NCCCN1CCCC1=O)c1ccc2c(c1)OCCO2,102,0.8
COc1ccc2c(CNCCc3cccs3)c(C(=O)O)n(Cc3cccc(F)c3)c2c1,112,0.9
Cc1ccc2c(c1)cc(CN(C(=S)NCc1ccco1)C1CCCCC1)c1nnnn12,104,0.7
COc1cccc(NC(=O)CSCn2nnc3c(=O)[nH]c(Cc4ccc(F)cc4)nc32)c1,111,0.9
CCOc1ccccc1NC(=O)c1cccc2c1C(=O)N(Cc1cccnc1)C2,100,-1.1
COC(=O)c1ccc(NC(=O)CCc2c(C)nn(-c3ccc(N4CCCCC4)nn3)c2C)cc1,113,1.3
C=CCn1c(SCC(=O)/C(C#N)=C(\c2ccc(F)cc2)N2CCOCC2)nnc1-c1ccccc1,105,0.4
O=C(NCc1nc2ccccc2n1Cc1ccc(Cl)cc1)c1ccccc1,101,-0.2
Cc1cccn2c(=O)c(C(=O)NCCc3ccc(Cl)cc3)cnc12,104,-0.6
CCOc1ccc(S(=O)(=O)NCc2cccn2Cc2cccc(C)c2)cc1,110,0.8
C/C(=C\C(=O)Nc1cscc1C)C(=O)O,100,-0.3
NNC(=O)c1ccc(-n2cnnn2)cc1,101,0
O=C(CCN1CCN(C2c3ccccc3-c3ccccc32)CC1)Nc1ccccc1F,103,0.6
COc1ccc2c3c(c(=O)oc2c1OCC(=O)C(C)(C)C)CCCC3,100,-0.5
Cc1ccc2cc(C3CC(c4ccco4)=NN3S(C)(=O)=O)c(=O)[nH]c2c1 (stereo not drawn),104,0.5
COc1ccccc1CN1CCN(Cc2ccccc2)CC1,103,0.4
COC(=O)c1sc(C(=O)OC)c2c1OCCO2,106,0.4
CC(C)CC1(c2ccccc2)NC(=O)NC1=O (stereo not drawn),104,0.2
CCn1c(=O)cc(OCC(=O)Nc2cccc(OC)c2)c2ccccc21,100,-0.9
O=C(NN1CC(C(=O)OCc2ccccc2F)CC1=O)c1ccccc1 (stereo not drawn),102,0.1
c1ccc(Nc2ncnc3ccccc23)cc1,101,-0.3
COc1ccc(Nc2cc(-c3ccccc3)nc3nncn23)cc1OC,98,-2.9

# Random excerpt: 3 entries already listed, in no set order.
SMILES,Polio RdRp inh,Polio RdRp inh FP z-score
CC(C)CC1(c2ccccc2)NC(=O)NC1=O (stereo not drawn),104,0.2
NNC(=O)c1ccc(-n2cnnn2)cc1,101,0
O=C(NN1CC(C(=O)OCc2ccccc2F)CC1=O)c1ccccc1 (stereo not drawn),102,0.1

# More results:
SMILES,Polio RdRp inh,Polio RdRp inh FP z-score
O=C1NCCN=C1c1cc(Cl)sc1Cl,101,0
CCSc1nnc(NC(=O)c2cccc(S(=O)(=O)N3CC(C)CC(C)C3)c2)s1 (stereo not drawn),97,-0.9
Cc1ccc(Cl)cc1NC(=O)c1cccc(NC(=O)N2CCSc3ncccc32)c1,101,-0.8
Cc1sc2ncnc(SC3CCOC3=O)c2c1C (stereo not drawn),100,-0.3
